Screening results as filed in PubChem.
RGS12 GoLoco inh: qHTS Assay for Inhibitors of RGS12 GoLoco Motif Activity (Red Fluorophore); Guanine nucleotide-binding protein G(i) subunit alpha-1 (Homo sapiens), P63096; Gai1:RGS12 GoLoco peptide FP, rhodamine, 10 min; Potency, µM (titrated, usually from 61.6 µM), for the others: at the top dose activity, negative = inhibition, usual class: inhibitors; 230,000 tested, 0.44% active; active = well fitted inhibition curve with a large enough effect, not every such curve was filed as active; inactive = no such curve, though single readings can be large or run the other way; note: nearly all actives have a fitted effect of over 30% in size; many of its hits are not listed in these tables
TexasRed fluor: Total Fluorescence Counterscreen for Inhibitors of the Interaction of Thyroid Hormone Receptor and Steroid Receptor Coregulator 2 | TRb/SRC2 Texas Red total fluorescence interference | Potency, µM (top dose mostly 106 µM), without a hit: top-dose fluorescence change, negative = quenching | AID 1479, 2009 | 280,000 tested, 0.29% active; active = well fitted curve in either direction with a large enough effect; inconclusive = small, poorly fitted or top-dose-only effect
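Flags fluorescent or light-absorbing compounds by total fluorescence, S + 2P, at 555 nm excitation and 632 nm emission. Mixture: 20 nM Texas Red SRC2 peptide, 0.6 uM human TRb LBD, 1 uM T3, 5% DMSO; compound exposure 5 h at ambient temperature.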
GAA inhib: qHTS Assay for Inhibitors of Human alpha-Glucosidase as a Potential Chaperone Treatment of Pompe Disease | Lysosomal alpha-glucosidase (Homo sapiens), P10253 | purified human GAA, 4-MU-alpha-glucoside fluorescence | Potency, µM (top dose mostly 76.9 µM), for the others: at the highest dose activity change, negative = inhibition, usual class: inhibitors | 200,000 tested, 0.005% active | AID 1466, 2008;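 note: plate controls were uninhibited enzyme wells for no effect and no-enzyme background for full effect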
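Compounds are titrated up to 77 uM against 4 nM human enzyme. Substrate 4-methylumbelliferyl-alpha-D-pyranoside (400 uM) reacts 20 min at room temperature in pH 5.0 buffer; liberated 4-methylumbelliferone is read at 440 nm.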
L3MBTL1 block: qHTS Assay for the Inhibitors of L3MBTL1. Lethal(3)malignant brain tumor-like protein 1 (Homo sapiens), Q9Y468. AlphaScreen L3MBTL1–H3K9me1 peptide binding. Potency, µM (titrated, usually from 57.1 µM), for inactives: top-dose activity, negative = inhibition, most hits filed as inhibitors. 230,000 tested, 0.66% active. AID 485360, 2010; note: nearly all actives have a fitted effect of over 60% in size
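First, the protein-peptide complex forms for 30 min at room temperature (L3MBTL1 50 nM, biotinylated H3K9me1 peptide 75 nM). Next, compounds are pin-transferred and incubated 30 min. Finally, AlphaScreen beads are added and read after 30 min.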
TRb SRC2 PPI: qHTS for Inhibitors of the Interaction of Thyroid Hormone Receptor and Steroid Receptor Coregulator 2 | Thyroid hormone receptor beta (Homo sapiens), P10828 | TRbeta-SRC2 peptide binding, fluorescence polarization; receptor liganded with 1 µM T3 | Potency, µM (doses to about 106 µM), without a hit: at the highest dose activity change, negative = inhibition, actives largely listed as inhibitors | 280,000 tested, 0.065% active | AID 1469, 2008;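 note: plate controls were bound peptide for no effect and peptide without receptor for full effect; nearly all actives have a fitted effect of over 50% in size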
Target sequence (P10828 whole entry, looked up): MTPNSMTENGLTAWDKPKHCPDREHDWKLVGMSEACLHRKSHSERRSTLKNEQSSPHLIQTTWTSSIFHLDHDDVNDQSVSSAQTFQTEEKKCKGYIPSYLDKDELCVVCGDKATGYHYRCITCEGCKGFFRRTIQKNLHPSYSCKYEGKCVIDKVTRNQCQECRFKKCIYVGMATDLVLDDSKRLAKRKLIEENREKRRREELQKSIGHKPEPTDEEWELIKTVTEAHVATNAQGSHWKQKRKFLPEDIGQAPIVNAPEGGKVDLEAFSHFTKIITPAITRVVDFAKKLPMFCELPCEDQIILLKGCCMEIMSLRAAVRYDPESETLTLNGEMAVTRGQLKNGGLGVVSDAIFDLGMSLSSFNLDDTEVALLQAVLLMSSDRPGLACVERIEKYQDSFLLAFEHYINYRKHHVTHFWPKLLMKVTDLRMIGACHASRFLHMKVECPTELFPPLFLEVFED
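Binding of a 20-amino-acid Texas Red SRC2 peptide (20 nM) to TRb ligand-binding domain (0.6 uM) with agonist T3 at 1 uM was followed by fluorescence polarization after a 5 hr room-temperature incubation.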
aGlu spleen mod: qHTS Assay for Inhibitors and Activators of Human alpha-Glucosidase From Spleen Homogenate; 240,000 tested, 0.006% active; Potency, µM (doses to about 79.9 µM), for the others: top-dose activity change, negative = inhibition, actives largely listed as inhibitors; AID 2112, 2009; human spleen homogenate, 4-MU-alpha-glucoside fluorescence;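 note: 0% = enzyme with vehicle and -100% = no enzyme basal signal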
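Human spleen homogenate (1 ug) with 4-methylumbelliferyl-alpha-D-glucopyranoside (1 mM final) in 50 mM citrate/phosphate pH 5.0, 0.01% Tween-20; 40 min at 37 C. Stopped at pH 10; 4-MU fluorescence Ex 365/Em 440 nm; AC50 by Hill fit.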
RECQ1 helicase: qHTS Assay for Inhibitors of RecQ-Like Dna Helicase 1 (RECQ1). RECQ1 DNA unwinding, red fluorescence kinetic read. Potency, µM (doses to about 57.3 µM), for inactives: at the highest dose activity, negative = inhibition, usual class: inhibitors. 240,000 tested, 0.54% active. ATP-dependent DNA helicase Q1 (Homo sapiens), P46063;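 note: plate controls were vehicle for no effect and no enzyme for full effect; nearly all actives have a fitted effect of over 30% in size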
Target sequence (P46063 whole entry, looked up): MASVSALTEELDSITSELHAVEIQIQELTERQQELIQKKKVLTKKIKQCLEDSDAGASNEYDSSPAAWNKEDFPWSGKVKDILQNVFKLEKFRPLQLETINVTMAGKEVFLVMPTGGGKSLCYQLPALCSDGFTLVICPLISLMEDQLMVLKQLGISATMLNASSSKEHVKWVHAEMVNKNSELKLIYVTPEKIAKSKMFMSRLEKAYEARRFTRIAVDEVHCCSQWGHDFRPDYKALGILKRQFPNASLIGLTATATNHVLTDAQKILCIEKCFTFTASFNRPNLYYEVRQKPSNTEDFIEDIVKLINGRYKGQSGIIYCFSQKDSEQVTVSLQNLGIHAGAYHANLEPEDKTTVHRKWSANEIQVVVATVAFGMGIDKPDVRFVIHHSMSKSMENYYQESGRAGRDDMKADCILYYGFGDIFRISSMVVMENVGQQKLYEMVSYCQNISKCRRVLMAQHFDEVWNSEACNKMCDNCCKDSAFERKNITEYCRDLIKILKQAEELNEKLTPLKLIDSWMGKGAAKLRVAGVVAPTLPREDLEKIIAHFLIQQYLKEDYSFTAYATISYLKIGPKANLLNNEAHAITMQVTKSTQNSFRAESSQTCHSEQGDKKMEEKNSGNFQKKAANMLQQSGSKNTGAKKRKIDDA
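RECQ1T1 50 nM; forked duplex (20 bp + 30-nt ss tails) 200 nM, ATP 2 mM final; pH 8.0, 2 mM MgCl2, 2.5 ug/ml poly(dI-dC); 15 min compound preincubation; discontinuous kinetic read over 2 h at RT.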
GAA glycogen mod: qHTS Assay for Inhibitors and Activators of Human alpha-Glucosidase Cleavage of Glycogen; Lysosomal alpha-glucosidase (Homo sapiens), P10253; recombinant GAA, glycogen substrate, Amplex Red glucose oxidase fluorescence; 300,000 tested, 0.38% active; Potency, µM (top dose mostly 76.4 µM), for the others: at the highest dose activity change, negative = inhibition, actives largely listed as inhibitors;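 note: 0% = full enzyme reaction and -100% = no-enzyme basal signal; the screen sought inhibitors and activators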
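qHTS, 1536-well; enzyme 4 nM final; cpd up to 77 uM; substrate bovine liver glycogen 30 ug; 50 mM citrate/phosphate pH 5.0, 0.01% Tween-20; 37 C, 40 min; Amplex Red detection 45 min RT; Hill fit → AC50.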
Active calls of the source: *; i = inactive; ? = inconclusive; . = not tested or not shown; & = joins results of further samples; [ ] = another dose, or the depositor's remark. Unless noted, calls come from the whole dose curve; as a rule, active = well fitted curve in the direction sought with a large enough effect; inconclusive = small, poorly fitted or top-dose-only effect, or another doubt; inactive = no such curve, though single readings can be large; an effect the other way counts as inactive or inconclusive. Unless noted, % is set by controls: 0 for no effect and ±100 for the full control effect; potency is the fitted concentration of half-maximal effect. This is a subset; the hit share may differ from the screen's.

canonical_smiles | RGS12 GoLoco inh | TexasRed fluor | GAA inhib | L3MBTL1 block | TRb SRC2 PPI | aGlu spleen mod | RECQ1 helicase | GAA glycogen mod
CCOC(=O)C1=C(C)NC(C)=C(C(=O)OCC)C1c1ccc(OC)cc1 | 6% | -2% | -2% | 7% | 0% | 1% | -2% | ?
O=C(CNCc1ccccn1)N1CCc2ccccc2C1 | 1% | 1% | . | . | 4% | 7% | 4% | 3%
O=C(CSc1nc2[nH]ncc2c(=O)[nH]1)N1CCCCC1 | -3% | 0% | 2% | 3% | 12% | -5% | -1% | 5%
c1ccc2c(c1)Nc1nccnc1S2 | 0% | 0% | -12% | 9% | -2% | 6% | 6% | ?
COc1cccc(-c2nc(=S)c3c(n2Cc2ccco2)CCCC3)c1 | 15% | -4% | -1% | 12% | 0% | -25% | i | -5%
CC(C(=O)NCC1(c2ccccc2)CCCC1)N1CCOCC1 (centres undefined) | 1% | -2% | -9% | . | 3% | -1% | -6% | 5%
Cc1ccc(-c2nnc(CSc3nc(C)nc4sc(C)c(C)c34)o2)cc1 | 1% | -5% | -16% | 41%[activator] | -5% | -3% | -2% | 2%
CCCn1c(C(O)c2cc(OC)ccc2OC)nc2ccccc21 (centres undefined) | 2% | 4% | -2% | -7% | 2% | -3% | -3% | -3%
O=C(NCN1C(=O)C2C3C=CC(C3)C2C1=O)Nc1cccnc1 (centres undefined) | -5% | 0% | 1% | . | -2% | -4% | -9% | 6%
CCOc1cc(/C=N/NC(N)=O)cc(Br)c1OCC(=O)Nc1cccc2ccccc12 | 13% | 1% | -3% | . | -17% | -1% | -6% | 1%
CN(c1cccc(NC(=O)Nc2cccc(Cl)c2)c1)S(C)(=O)=O | 1% | -1% | -23% | 11% | 5% | -14% | 9% | 5%
Cc1noc(C)c1C1(O)CCCCCCCCCCC1 | -4% | 1% | ? | 8% | 1% | -22% | -2% | -5%
Cn1/c(=N/N=C/c2ccc([N+](=O)[O-])cc2)sc2ccccc21 | -43% | . | 3% | 30% | . | -15% | -6% | 6%
O=C(NCCN1CCOCC1)NC1(C(F)(F)F)Oc2ccc(Cl)cc2O1 (centres undefined) | -9% | -2% | 7% | 5% | -18% | -7% | -3% | ?
CCN(C(=O)c1c(N)cnn1C)c1ccccc1 | 13% | -1% | 5% | 13% | -1% | . | i | 3%
O=C(Nc1ccc(-c2noc(CCc3ccccc3)n2)cc1)c1cccnc1 | 24% | -2% | -6% | -3% | 1% | -2% | 14% | -2%
O=C(CCCCn1c(=O)c2ccccc2n(Cc2ccc(F)cc2)c1=O)NCc1ccco1 | -18% | 3% | -1% | 10%[11.4 µM] | -4% | -6% | i | -8%
COc1cc(OC)cc(C(=O)N[C@H](C(=O)OCC(=O)NC(=O)c2cccn2C)C(C)C)c1 | 21% | 0% | 0% | ? | -6% | . | -8% | 4%
Cc1c(Cc2ccc3c(c2)OCO3)sc(NC(=O)C2CC2)c1C(N)=O | -26% | -1% | . | . | -1% | -1% | -9% | -12%
Cc1ccc(/C=C/C(=O)O)cc1S(=O)(=O)NCCO | -4% | 2% | 4% | 10% | 2% | -13% | -13% | -12%
CCOc1ccccc1N1C(=O)CC(Nc2ccc(N3CCOCC3)cc2)C1=O (centres undefined) | -27% | -4% | -1% | 28µM* | 1% | 9% | 0% | ?
COC(CNC(=O)c1ccc(N2CCCC2=O)cc1)OC | 1% | -2% | -2% | . | 1% | 5% | 10% | 5%
CC1=CC(C/C(C)=C/COc2ccc3ccc(=O)oc3c2)OC1=O (centres undefined) | -1% | -2% | . | . | 5% | 4% | i | 4%
COC(=O)CSc1nnc(CNc2ccc(Cl)cc2)n1Cc1ccccc1 | 3% | 0% | -5% | 0% | 1% | 4% | 0% | 2%
Cc1ccc(C(=O)Nc2cnc3ccccn3c2=O)cc1 | -15% | 1%&-3% | ? | . | 2%&-23% | 11% | 1% | -4%
CCOC(=O)c1sc(/N=C/c2c(O)ccc3ccccc23)cc1C | -12% | 7% | -4% | -12% | 2% | -2% | -2% | ?
N#Cc1ccc(CS(=O)(=O)c2nnnn2-c2ccccc2)cc1 | 1% | 0% | . | . | 1% | -1% | 2% | .
COc1ccc(N2C(=O)CCC(C(=O)NCc3cccnc3)C2c2ccc(OC)c(OC)c2)cc1 (centres undefined) | -4% | -3% | 2% | . | -3% | 3% | -7% | 9%
Cc1nnc(SCCOc2ccccc2)s1 | 11% | 0% | 5% | 9% | -3% | 3% | i | -8%
CCCc1nnc(SCc2ccc(OCC)cc2)n1N | 8% | -2% | 2% | -6% | 0% | -19% | -14% | 3%
CCOc1ccc(C(=O)N[C@H](C(=O)Nc2cccc(S(=O)(=O)N3CCCCC3)c2)C(C)C)cc1 | 4% | 1% | -10% | -1% | 11% | 0% | -5% | 12%
CC(C(=O)NCC1CCCO1)c1ccc([N+](=O)[O-])cc1 (centres undefined) | 3% | -1% | 14% | 4% | 3% | -2% | i | 18%

One compound at a time, as listed above. Order of values: RGS12 GoLoco inh, TexasRed fluor, GAA inhib, L3MBTL1 block, TRb SRC2 PPI, aGlu spleen mod, RECQ1 helicase, GAA glycogen mod
COc1ccc(N2C(=O)CCC(C(=O)NCc3cccnc3)C2c2ccc(OC)c(OC)c2)cc1 (centres undefined) is listed as -4%, -3%, 2%, ., -3%, 3%, -7%, 9%
CCOC(=O)c1sc(/N=C/c2c(O)ccc3ccccc23)cc1C is listed as -12%, 7%, -4%, -12%, 2%, -2%, -2%, ?

Later entries.
canonical_smiles | RGS12 GoLoco inh | TexasRed fluor | GAA inhib | L3MBTL1 block | TRb SRC2 PPI | aGlu spleen mod | RECQ1 helicase | GAA glycogen mod
COC(=O)c1ccccc1S(=O)(=O)N1CCC(C(=O)OCC(=O)NCC(F)(F)F)CC1 | 26% | 0% | 3% | 6% | 5% | -1% | -12% | 2%
Fc1ccccc1-c1nc2nc3ccccc3nc2n1CC1CCCO1 (centres undefined) | 10% | -2% | . | 9% | -1% | -4% | 14% | 5%
CSc1ccccc1C(=O)NCCSc1ccccc1 | 0% | 2% | 2% | . | -1% | 3% | 11% | -11%
COc1ccccc1CNC(=O)CSc1cc(=O)n(C)c2ccccc12 | 9% | -7%&-1% | -5% | . | -5%&1% | -8% | -5% | -13%
COc1cccc(NC2CC(=O)N(CCc3ccccc3)C2=O)c1 (centres undefined) | 37%[activator] | -1% | -11% | -10% | 7% | -4% | -4% | -5%
O=C(c1sccc1-n1cccc1)N1CCCC1 | -6% | 4% | 1% | . | 4% | 0% | i | 1%
O=C(C(F)C(F)(F)F)N1CCN(c2ccccc2)CC1 (centres undefined) | -2% | -4% | -3% | 3% | 4% | -4% | i | 2%
CC1=CC(C)C(CN(CCC[N+](C)(C)C)C(=O)Nc2ccccc2)C(C)C1 (centres undefined) | 4% | 1% | 1%[15.4 µM] | 3% | -3% | -1% | -2% | -2%
O=C(CCSCc1ccc(Cl)cc1)NC1CCCC1 | -6% | -24% | -3% | 8% | -4% | -3% | 2% | 17%
Cc1ccccc1N1CCN(C2=NC(=O)/C(=C\c3cccs3)S2)CC1 | 10% | 0% | -8% | -14% | 1% | -3% | -2% | -14%
CN(C)CCCNS(=O)(=O)c1cc(Cl)c(Cl)cc1Cl | 1% | -2% | -5% | 0% | -3% | -3% | i | -1%
CCOc1ccc(CCNC(=O)Cn2c(=O)oc3ccccc32)cc1OCC | 0% | 12% | 0% | . | 12% | 4% | -2% | -2%
CN(C)CCCSc1nc2ccccc2s1 | 10% | -4% | -2% | -10% | 2% | 2% | -12% | -2%
COc1ccccc1OC[C@H](O)CO | 6%[21.6 µM] | -1%[53 µM] | . | . | 9%[53 µM] | 4%[29.1 µM] | -13%[25.9 µM] | 14%[76.3 µM]
CC(C)c1ccc(NC(=O)c2cc(S(=O)(=O)NCC3COc4ccccc4O3)ccc2F)cc1 (centres undefined) | 6% | -1% | -9% | 2% | 0% | -7% | -9% | -1%
Cc1ccc(CN(Cc2ccco2)C(=S)NCC(=O)O)cc1 | . | -5% | 2% | 4% | -2% | -2% | -9% | -2%
OCCN(Cc1ccccc1)Cc1ccccc1O | -7% | -4% | 8% | -1% | 2% | -5% | i | -14%
Cc1noc(C)c1S(=O)(=O)N(CC(=O)N1CCCCCC1)c1ccc(C(C)C)cc1 | 5% | 3% | -7%[15.4 µM] | 11% | 2% | 4% | -2% | 6%
c1ccc(C(c2nnnn2C2CCCCC2)N2CCc3ccccc3C2)nc1 (centres undefined) | 5% | 1% | ? | -23% | -9% | -4% | i | -7%
CNC(=O)COC(=O)/C=C/c1cccc(F)c1 | -3% | -3% | -3% | . | 4% | -16% | -5% | -1%
COC(=O)CNc1nc(Cl)nc(Nc2ccc(Cl)cc2)n1 | 4% | 0% | 5% | 6% | -4% | 2% | -1% | 26%
CC(C)c1nnc(NC(=O)CCC(=O)Nc2ccc3cn[nH]c3c2)s1 | 5% | -1% | -4%[15.4 µM] | 10% | 1% | -4% | 11% | 7%
Cc1cc(C(F)(F)F)nn1Cc1n[nH]c(=S)n1-c1cccc(Cl)c1 | 0% | -2% | -1% | -5% | -6% | 3% | -5% | -8%
CCOC(=O)c1c(CSC(=N)N)n(-c2ccc(C)cc2)c2cc(Br)c(OC(C)=O)cc12 | 6% | 0% | 0% | 5% | -14% | -9% | 7% | -7%
CC(C)(CO)Nc1nc(N2CCCC2)nc(N2CCCC2)n1 | 0% | -1% | -1% | 0% | -6% | -3% | -2% | -4%
CCOC(=O)CC(=O)c1cc(OC)c(OC)c(OC)c1 | -3% | -6% | -2% | 0% | -2% | -10% | -15% | 1%
